# Compound activity (PubChem BioAssay)
# Abeta yeast res: qHTS for compounds that reverse cellular toxicity of Amyloid beta (A-beta) peptide in yeast: Primary Screen | yeast expressing A-beta42, growth rescue, OD600, 48 h; response scale: 0% DMSO, 100% iron-clioquinol control | Potency, µM (highest dose often 46.1 µM), without a hit: at the highest dose growth rescue, most hits filed as activators | actives 0.063% (n = 410,000); also: potency is read from the fitted curve at half-maximal effect; nearly all actives have a fitted effect of over 55% in size
#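 Yeast growth medium received pinned compounds, then yeast cells expressing toxic A-beta were added; plates incubated at 30 C for 48 hr. Growth read as absorbance at 600 nm, normalized to DMSO and equimolar FeCl3 plus clioquinol controls.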
# HEK293 tox: qHTS of GLP-1 Receptor Inverse Agonists: Cytotox Screen | HEK293 cAMP-luciferase reporter cells, luminescence, 24 h | Potency, µM (doses to about 38.3 µM), for the others: top-dose activity change, negative = inhibition, actives largely listed as inhibitors | actives 0.13% (n = 410,000) | AID 624418, 2012;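 also: loss of luciferase light is scored as toxicity; potency is read from the fitted curve at half-maximal effect; % is scaled to controls: 0 for no effect and ±100 for the full control effect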
#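 Step one: seed cells (200 cells/uL, DMEM with 10% Nu serum, 1% pen-strep). Step two: 12-hour incubation at 37 deg C. Step three: pin 23 nL compound, incubate 24 hr. Step four: add luciferase reagent, read luminescence 12 min later.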
# GLP1R inv ag: qHTS of GLP-1 Receptor Inverse Agonists (Inhibition Mode); Glucagon-like peptide 1 receptor (Homo sapiens), P43220; AID 624417, 2012; HEK293 GLP-1R CRE-luciferase, luminescence, 24 h; GLP-1R form is constitutively active; Potency, µM (doses to about 38.3 µM), without a hit: at the highest dose activity change, negative = inhibition, hits mostly inhibitors; actives 1.6% (n = 410,000); also: potency is read from the fitted curve at half-maximal effect; % is scaled to controls: 0 for no effect and ±100 for the full control effect; nearly all actives have a fitted effect of over 55% in size
# Target sequence (P43220 whole entry, looked up): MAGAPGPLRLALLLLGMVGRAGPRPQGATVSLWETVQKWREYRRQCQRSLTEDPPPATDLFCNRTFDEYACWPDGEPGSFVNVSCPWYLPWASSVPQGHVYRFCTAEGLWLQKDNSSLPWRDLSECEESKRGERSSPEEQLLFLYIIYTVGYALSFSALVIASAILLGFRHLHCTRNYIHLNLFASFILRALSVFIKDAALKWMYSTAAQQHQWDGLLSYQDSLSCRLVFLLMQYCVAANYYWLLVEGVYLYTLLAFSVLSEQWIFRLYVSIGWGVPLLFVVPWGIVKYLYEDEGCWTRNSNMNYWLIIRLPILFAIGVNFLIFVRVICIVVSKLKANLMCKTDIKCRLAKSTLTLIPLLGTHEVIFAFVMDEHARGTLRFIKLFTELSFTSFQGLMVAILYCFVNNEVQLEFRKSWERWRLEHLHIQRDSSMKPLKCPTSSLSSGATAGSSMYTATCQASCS
#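 Stable HEK293 clone (constitutively active GLP-1R + cAMP-response luciferase); 200 cells/uL plated, 12 h pre-culture, compound 24 hr, 37 deg C/5% CO2; detection reagent 12 min RT; luminescence.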
# PTHR1 ag: qHTS for PTHR1 Agonists: Primary Screen; Parathyroid hormone/parathyroid hormone-related peptide receptor (Homo sapiens), Q03431; HEK293 GP2 PTHR1 cells, GloSensor cAMP luminescence, 1 h; Potency, µM (series often up to 115 µM), inactives show at the highest dose activation, hits mostly activators; actives 0.075% (n = 410,000); also: potency is read from the fitted curve at half-maximal effect; nearly all actives have a fitted effect of over 55% in size; some results filed as inactive show a strong effect at the top dose; inactives centre near -15; many of its hits are not listed in these tables
# Target sequence (Q03431 whole entry, looked up): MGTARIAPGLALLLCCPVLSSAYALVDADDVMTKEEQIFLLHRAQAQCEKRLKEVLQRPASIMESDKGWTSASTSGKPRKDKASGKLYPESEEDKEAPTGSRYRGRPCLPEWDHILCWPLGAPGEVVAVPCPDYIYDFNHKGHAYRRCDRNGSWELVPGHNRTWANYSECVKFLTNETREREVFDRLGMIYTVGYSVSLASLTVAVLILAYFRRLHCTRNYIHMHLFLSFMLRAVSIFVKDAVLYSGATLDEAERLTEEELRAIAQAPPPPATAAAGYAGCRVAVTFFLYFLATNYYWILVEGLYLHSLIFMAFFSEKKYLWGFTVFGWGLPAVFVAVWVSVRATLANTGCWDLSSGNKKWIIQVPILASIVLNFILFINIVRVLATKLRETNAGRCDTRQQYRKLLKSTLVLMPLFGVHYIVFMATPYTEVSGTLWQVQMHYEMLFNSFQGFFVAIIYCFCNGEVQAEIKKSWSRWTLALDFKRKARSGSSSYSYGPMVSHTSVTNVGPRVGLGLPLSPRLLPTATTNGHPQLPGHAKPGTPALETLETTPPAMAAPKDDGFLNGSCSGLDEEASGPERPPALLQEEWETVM
#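 HEK-293-derived GP2 cells expressing PTHR1 and a GloSensor cAMP reporter, 3,000/well, plated overnight, given luciferin plus IBMX (each 0.5 mM as added) for 1 h at 37 °C, then compound for 1 h at 37 °C. Luminescence was read after 15 min at room temperature.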
# Akt phos inh: HTS Assay for Inhibitors of Akt Phophorylation: Primary Screen; Neuro2A IGF-stimulated pAkt S473 HTRF, 20 min; hits give low values; actives 0.32% (n = 360,000); activity change, % for hits at 50 µM; AID 651550, 2012; in the data active = activity change below about -80%; inconclusive = mostly about -51% to -80%; also: % is scaled to controls: 0 for no effect and ±100 for the full control effect
#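 Single-point screen (50 µM final compound) in Neuro2A cells stimulated 20 min with 6 nM IGF at 37 deg C. After lysis, Ser473-phosphorylated Akt read by HTRF (ex 330 nm, em 615/665 nm) as the 665/615 ratio.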
# FUS suppressor: qHTS for Suppressors of FUS Proteinopathy: Primary screen using FUS-linked yeast assay | S. cerevisiae FUS-expressing, growth rescue, OD600, 24 h | actives 0.24% (n = 390,000) | Potency, µM (titrated, usually from 76.6 µM), without a hit: top-dose growth rescue (activation), most hits filed as activators | AID 1347120, 2019;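 also: potency is read from the fitted curve at half-maximal effect; plate controls were DMSO vehicle for no effect and reference control for full effect; nearly all actives have a fitted effect of over 55% in size; some results filed as inactive show a strong effect at the top dose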
#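 Yeast FUS proteinopathy model; galactose-induced FUS (2%), starting OD 0.005. Cpds in dilution series, 24hr, 30C, 99% humidity. Abs 600 nm growth. Pos ctrl CP55940 (top 92uM final); neg ctrl DMSO.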
# aSyn yeast inh: qHTS of alpha-syn Inhibitors; Yeast expressing alpha-synuclein, growth rescue, BacTiter-Glo, 24 h; Potency, µM (top dose mostly 46.1 µM), for inactives: at the highest dose growth rescue (activation), hits mostly activators; actives 0.14% (n = 370,000); AID 652106, 2013; also: potency is read from the fitted curve at half-maximal effect; % of control where 0% means no effect; nearly all actives have a fitted effect of over 65% in size
#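 Galactose-induced alpha-syn yeast (OD600=0.02, raffinose-pregrown) + pinned cpd, 24 hr, 30 deg C; growth by BacTiter-Glo luminescence. Growth restoration scores as activation.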
# Mm-Cpn inhibitor: Inhibitors of TCP-1 ring complex (TRiC) of Methanococcus maripaludis (MmCpn): qHTS. purified Mm-Cpn ATPase, ADP Transcreener TR-FRET. actives 0.031% (n = 330,000). Potency, µM (series often up to 76.9 µM), without a hit: at the highest dose activity, negative = inhibition, usual class: inhibitors; also: potency is read from the fitted curve at half-maximal effect; % is scaled to controls: 0 for no effect and ±100 for the full control effect; nearly all actives have a fitted effect of over 80% in size
#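 ATPase turnover read by TR-FRET ADP competition (Eu cryptate antibody/ADP-d2, 665/590 nm): 10uM ATP final, 25nM Mm-CPN final, 30 min 37degC after 10-min compound preincubation, pH 7.4 Tris/KCl/MgCl2/DTT buffer.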
# TDP-43 yeast inh: qHTS of TDP-43 Inhibitors; TDP-43 expressing yeast growth rescue, BacTiter-Glo, 24 h; Potency, µM (doses to about 46.1 µM), for inactives: at the top dose growth rescue (activation), actives largely listed as activators; actives 1.8% (n = 410,000); AID 652104, 2013; also: potency is read from the fitted curve at half-maximal effect; % of control where 0% means no effect; nearly all actives have a fitted effect of over 50% in size
#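 In this qHTS, compounds that restore growth of yeast expressing TDP-43 appear as activators. Cells (OD600=0.02, galactose medium, raffinose-pregrown) are incubated with compound 24 hr at 30 deg C and growth is quantified by BacTiter-Glo.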
# * = called active by the depositor; i = inactive; u = inconclusive; x = not tested or not shown; [ ] = dose if it differs, or a comment. Unless noted, calls follow the shape of the dose curve; as a rule, active = well fitted curve in the direction sought with a large enough effect; inconclusive = small, poorly fitted or top-dose-only effect, or another doubt; inactive = no such curve, though single readings can be large; an effect the other way counts as inactive or inconclusive. An excerpt. The share of hits here may be higher or lower than overall.
SMILES,Abeta yeast res,HEK293 tox,GLP1R inv ag,PTHR1 ag,Akt phos inh,FUS suppressor,aSyn yeast inh,Mm-Cpn inhibitor,TDP-43 yeast inh
CCCCNC(=O)CSc1nnc(NC(C)=O)s1,8%,-3%,1%,i,i,-3%,0%,0%,-5%
CCOc1ccc(-c2cc(CCCC(=O)NCCc3cc(OC)c(OC)c(OC)c3)no2)cc1,-7%,0%,10%,-1%,x,9%,x,x,u
CCOC(=O)N1CCN(Cc2cn[nH]c2-c2ccc(-c3ccccc3)cc2)CC1,-1%,-1%,10%,i,i,17%,-3%,-8%,-16%
CCOc1ccc(/C=N/NC(=O)CN2CCCCCCC2)cc1,3%,-16%,9%,-92%[inhibitor],i,-55%,0%,-8%,27%
N#CC1(C#N)OC12CCS(=O)(=O)c1ccccc12 (stereo unspecified),-3%,1%,7%,-13%,i,x,-1%,x,-10%
CCOc1cc(/C=C(/C#N)C(=O)Nc2ccc(O)cc2)cc(Br)c1O,-73%[inhibitor],u,-1%,-22%,i,x,7%,-6%,7%
COC(=O)C1=CN(c2ccc(OC)cc2OC)C(N)=C(C#N)C1c1cccc([N+](=O)[O-])c1 (stereo unspecified),-14%,u,u,-22%,i,-2%,5%,x,18%
CCOC(=O)N1CCN(C(=O)c2ccc3c(=O)n(-c4cc(OC)ccc4OC)c(=S)[nH]c3c2)CC1,-9%,-14%,-9%,i,i,8%,0%,-1%,-1%
CC(=O)C1(O)CCC2C3CCC4CC(O)CCC4(C)C3C(=O)CC21C (stereo unspecified),5%,22%,-10%,-19%,i,x,-2%,x,-13%
COc1ccc(S(=O)(=O)N(C)C[C@@H]2Oc3ccc(NC(=O)Nc4c(C)noc4C)cc3C(=O)N([C@H](C)CO)C[C@@H]2C)cc1,9%,1%,5%,-2%,i,u,-2%,1%,0%
CCOC(=O)N1CCC(NC(=O)c2cc3c(=O)[nH]c4ccccc4c3n2C)CC1,12%,16%,2%,-20%,i,-25%,-10%,2%,9%
COc1ccc(NC(=O)CSc2nnc(-c3nonc3NC(C)=O)n2C)cc1Cl,4%,15%,3%,i,x,10%,x,x,0%[9.22 µM]
CCC(C)c1ccc(OCC(=O)Nc2ccc3[nH]c(=O)[nH]c3c2)cc1 (stereo unspecified),5%,-1%[1.53 µM],17%,i,i,4%,-3%,-1%,-6%
COc1ccc(CCN(C)C2CCCN(C(=O)CCSC)C2)cc1OC (stereo unspecified),11%,-2%,5%,-23%,i,-29%,1%,-3%,-14%
CCOC(=O)C1=C(C)N=C2SC(C)C(=O)N2C1/C=C/c1ccccc1OC (stereo unspecified),4%,5%,u,i,i,47%,-2%,-5%,-7%
CN(C)CCNC(=O)C(=O)Nc1cc2c3c(c1)CCN3C(=O)CC2,-18%,3%,15%,i,x,-25%,1%,-3%,7%
C[C@@H]1CN([C@@H](C)CO)C(=O)CCCn2nncc2CO[C@@H]1CN(C)C(=O)Nc1ccnc(N2CCOCC2)c1,2%,-11%,0%,-23%,i,-6%,0%,x,u
Cc1oc(-c2ccccc2Cl)nc1CSc1nc2c(c(=O)[nH]1)CCCC2,x,2%,11%,-7%,i,-22%,-5%,1%,9%
O=C(c1ccccn1)N(Cc1cc2ccccc2[nH]c1=O)C1CCCCC1,28%[9.22 µM],-25%,-5%,i,i,-20%,14%,1%,-7%
O=C(Nc1ccc(OC(F)(F)F)cc1)Nc1cccc([N+](=O)[O-])c1,-14%,5.6µM*,2.5µM*,-35%[inhibitor],i,3%,-56%[inhibitor],1%,8%
CN(C(=S)NC(=O)c1ccccc1)C1CCCCC1,19%,-34%,27%,-82%[inhibitor],i,23%,-13%,-8%,17%
Cc1cc(NC(=O)CSc2nccn2-c2cccc(Cl)c2)no1,18%,-24%,-12%,-9%,i,-7%,4%,1%,u
O=C(Nc1nc(SCc2ccc(F)cc2)ns1)c1ccco1,-37%[inhibitor],-10%,0%,i,u,17%,-38%[inhibitor],1%,-65%[inhibitor]
CCCC(=O)Nc1cccc(-c2nc3ccccc3c(=O)o2)c1,19%,-5%,8%,-13%,i,14%,6%,0%,-8%
CC1=C(C(=O)N(C(C)C)C(C)C)CC(CC(=O)NC(c2ccccc2)c2ccccc2)C(=O)N1Cc1ccc(C(C)(C)C)cc1 (stereo unspecified),-1%,-4%,u,-20%,i,u,0%,x,0%
C/C(=N\NC(=O)Cc1cccn1C)c1cccs1,-4%,-2%,20%,i,i,u,-2%,-1%,2%
CC(c1ccccc1)c1nnc(NC(=O)c2ccc3c(c2)OCO3)s1 (stereo unspecified),8%,-57%,-19%,i,i,1%,1%,0%,11%
COc1ccc(Cc2nc3ccc(C(=O)N4CCCCC4CCO)cc3o2)cc1 (stereo unspecified),4%,-4%,1%,i,i,-1%,0%,-1%,5%
CCN(CC)c1ccc(C2C(C(=O)OCCOC)=C(C)NC3=C2C(=O)CCC3)cc1 (stereo unspecified),-3%,-13%,-22%,i,i,3%,-2%,1%,-9%
O=C(Nc1ccccc1-c1ccccc1)c1ccc(=O)[nH]n1,1%,-5%,76%[activator],-11%,i,6%,4%,-4%,25%
Cc1ccc(NC(=O)c2ccccc2OCc2ccc([N+](=O)[O-])cc2)nc1,-6%,5%,49%[activator],-23%,i,-9%,-3%,-1%,16%
O=S(=O)(Nc1nc2ccccc2nc1NCc1ccco1)c1ccccc1,11%,19%,-11%,-2%[57.5 µM],x,2%,1%,-2%,-12%
S=C(Nc1ccccc1)N(Cc1ccccc1)Cc1ccncc1,4%,-15%,13%,-25%,i,-12%,-6%,2%,u
CC(=O)Nc1c(C(=O)N2CCCCCC2)cnn1-c1ccccc1Cl,11%,2%,2%,u,i,17%,-3%,1%,-9%
O=C(NC1CC2CCCC(C1)N2Cc1ccc(F)cc1)c1ccc(F)cc1 (stereo unspecified),-19%,-20%,u,-16%,i,9%,0%,0%,-28%
COc1cc(NC(=O)C2CCN(c3cnccn3)CC2)cc(OC)c1OC,-6%,-13%,1%,-17%,i,4%,-4%,-6%,9%
NC(=O)c1ccccc1OCC(=O)N1CCC(Cc2ccccc2)CC1,-7%,0%,-26%,-33%[inhibitor],i,15%,5%,0%,u
CCCCNc1c(N2CCN(C(=O)OCC)CC2)c(=O)c1=O,2%,2%,3%,3%,i,3%,2%,0%,0%
CCOc1ccc(OCC)c(S(=O)(=O)NCc2ccc3c(c2)OCO3)c1,-2%,-6%,-11%,-23%,i,2%,4%,2%,21%
O=C(NCC(c1cccs1)N1CCOCC1)c1cn(-c2ccccc2)nc1-c1ccc(F)cc1 (stereo unspecified),9%,6%,u,-13%,i,1%,2%,-2%,-8%
CC(/C=C/c1ccccc1)=N/NC(=O)c1cccc(Br)c1,-23%,u,u,i,i,22%,-3%,2%,-19%
CCOc1cc(C=C(C(=O)OC)C(=O)OC)ccc1OCc1ccc([N+](=O)[O-])cc1,-4%,-26%,u,-86%[inhibitor][57.5 µM],i,u,-15%,0%,-2%
O=C(COc1ccc([N+](=O)[O-])cc1)NN=C1CCCC1,12%,15%,15%,18%[57.5 µM],i,2%,0%,0%,5%
O=C(c1ccco1)N1CCN(S(=O)(=O)c2ccc(S(=O)(=O)NC3CCCC3)cc2)CC1,4%,-11%,0%,-13%[57.5 µM],i,20%,5%,1%,-24%
CN(c1cccc(NC(=O)CN(c2ccc(C34CC5CC(CC(C5)C3)C4)cc2)S(C)(=O)=O)c1)S(C)(=O)=O,9%,10µM*,3.2µM*,-4%,i,29%,1%,2%,-4%

# One compound at a time, as listed above. Values in the order: Abeta yeast res	HEK293 tox	GLP1R inv ag	PTHR1 ag	Akt phos inh	FUS suppressor	aSyn yeast inh	Mm-Cpn inhibitor	TDP-43 yeast inh
# `CC(/C=C/c1ccccc1)=N/NC(=O)c1cccc(Br)c1` is entered as -23%	u	u	i	i	22%	-3%	2%	-19%
# `NC(=O)c1ccccc1OCC(=O)N1CCC(Cc2ccccc2)CC1` is entered as -7%	0%	-26%	-33%[inhibitor]	i	15%	5%	0%	u
# `S=C(Nc1ccccc1)N(Cc1ccccc1)Cc1ccncc1` is entered as 4%	-15%	13%	-25%	i	-12%	-6%	2%	u

# Next section:
SMILES,Abeta yeast res,HEK293 tox,GLP1R inv ag,PTHR1 ag,Akt phos inh,FUS suppressor,aSyn yeast inh,Mm-Cpn inhibitor,TDP-43 yeast inh
O=C(Cn1c(NCCO)nc2ccccc21)NCC(F)(F)F,5%,-2%,17%,-19%,i,-11%,17%,0%,-9%
COc1cccc(-c2ccc3nnc(SCC(=O)Nc4ccc(NC(C)=O)cc4)n3n2)c1,-5%,-4%,11%,-14%,i,28%,0%,2%,-1%
CCOC(=O)N1CCC(N(CCN(C)C)C(=S)Nc2ccccc2C)CC1,5%,15%,-12%,3%,i,2%,-1%,-3%,-12%
COC(=O)c1ccc(C)c(NC(=O)CN(c2ccccc2)S(=O)(=O)N(C)C)c1,-6%,7%,44%[activator],i,i,-18%,3%,-1%,23%
